# GalR3 antagonist = blocks the human galanin receptor 3; hit rate 0.44% among 360,000; HEK293 GalR3-CNG cAMP membrane potential fluorescence; galR3 body fused to GalR1 C-terminus; inhibition, % at 3 µM; AID 651719;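 active means inhibition above the screen-wide average plus 3 SD, cut at about 13% in these data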;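 further: forskolin and galanin both at EC90 stimulate the cells; cAMP rise reported by CNG channel membrane potential dye signal; 0% = forskolin plus galanin with DMSO and 100% = forskolin alone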
# Target sequence (O60755 1-299 limits assumed): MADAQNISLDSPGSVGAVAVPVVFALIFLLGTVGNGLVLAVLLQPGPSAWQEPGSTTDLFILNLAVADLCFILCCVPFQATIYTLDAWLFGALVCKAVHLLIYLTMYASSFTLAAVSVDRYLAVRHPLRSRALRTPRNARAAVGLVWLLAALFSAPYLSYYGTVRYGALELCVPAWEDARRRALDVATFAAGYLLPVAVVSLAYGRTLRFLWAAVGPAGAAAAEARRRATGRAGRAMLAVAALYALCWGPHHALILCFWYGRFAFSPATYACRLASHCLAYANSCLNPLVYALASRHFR
# * marks the source's active call; other numbers are inactive results.
SMILES,GalR3 antagonist
CN1C(=O)[C@H]2[C@@H](c3ccc(C(F)(F)F)cc3)N[C@]3(CCCN(Cc4ccco4)C3=O)[C@H]2C1=O,-5
O=C1Nc2ccccc2C1=Nc1ccccc1-c1ccccc1,-5
COc1ccccc1-c1ccc(OCCCN2CCC(C(O)(c3ccccc3)c3ccccc3)CC2)cc1,4
COc1ccc(N(CC(=O)NCc2ccc3c(c2)OCO3)S(=O)(=O)c2ccc(O)c(C(=O)O)c2)cc1,-4
CCc1nc2ccc(C(=O)NC3CCN(Cc4ccccc4)CC3)cn2c1N(C)Cc1ccc(N(C)C)cc1,-6
CCC(C)c1ccccc1N1CC(C(=O)N2CCN(S(=O)(=O)c3cccc([N+](=O)[O-])c3)CC2)CC1=O (centres undefined),0
Cc1ccc(S(=O)(=O)N2CCN(C(=O)COC(=O)Cc3c(F)cccc3Cl)CC2)c(C)c1,-7
CC1(C)CC(=O)C=C(c2ccc(COC(=O)/C=C/c3ccccc3)cc2)C1=O,-4
Cc1ccccc1-n1c(SCC(=O)NC2CC2)nc2ccccc2c1=O,-6
N#CC1(c2cccc(Br)c2)C(=O)Nc2ccccc21 (centres undefined),-8
CC(C)C(N)c1csc(Nc2cc(Oc3ccccc3)ncn2)n1 (centres undefined),-6
CCOc1ccc(CCN2C(=S)N([C@@H](CC(C)C)CN3CCC[C@@H]3CN3C(=S)NC[C@@H]3CC(C)C)C[C@@H]2Cc2ccc(O)cc2)cc1,-7
O=C(NC(c1ccc(-c2ccccc2)cc1)c1cnccn1)C1CCN(CCCOc2ccccc2)CC1 (centres undefined),-11
O=c1[nH]c(=O)c2[nH]c(=S)n(-c3ccccc3)c2[nH]1,-2
CC(=O)NC(c1ccccc1)c1nc(-c2ccc3ccccc3c2)cs1 (centres undefined),-5
Cc1cccc(C(=O)OCC(=O)N(CC(C)C)c2c(N)n(Cc3ccccc3)c(=O)[nH]c2=O)c1C,-3
CCOc1ccc(CCNC(=O)COC(=O)c2[nH]c(C)c(C(C)=O)c2C)cc1OCC,-1
COc1ccccc1-c1cc2nc(NCc3cccc(Cl)c3)ccn2n1,-7
Nc1nc(Sc2ccc([N+](=O)[O-])c3nonc23)c2[nH]cnc2n1,-4
CC(C)C[C@@H]1CC2=C(C(=O)OC(C)(C)O2)[C@H](c2ccc(Cl)cc2)O1,-7
COc1cccc(NC(=O)Nc2ccc(F)cc2)c1,-2
CC(C)NC(=O)C1(C)CCCN1C(=O)c1ccccc1Br (centres undefined),-7
Cc1ccc2nc(-c3ccc(F)cc3)c(Cc3ccccn3)n2c1,1
Cc1ccccc1CC1(CO)CCCN(C(=O)c2ccoc2)C1 (centres undefined),-1
Nc1ncnc2c1ncn2[C@@H]1O[C@H](C(=O)N[C@@H](CCc2ccccc2)C(=O)N2CCN(C(=O)N3CCOCC3)CC2)[C@@H](O)[C@H]1O,-5
SMILES,GalR3 antagonist
CCCCN1C(=O)C(CC(=O)NCc2cccs2)CC(C(=O)N(C(C)C)C(C)C)=C1C (centres undefined),-6
CC(Nc1ccc(S(=O)(=O)N2CCN(C)CC2)cc1[N+](=O)[O-])c1ccccc1 (centres undefined),-1
CC1=C(C(=O)N2CCCCCC2)CC(CC(=O)NC2CCCC2)C(=O)N1CCC1=CCCCC1 (centres undefined),-11
COC(=O)[C@]12C[C@H](CC(=O)NCCCN3CCCC3=O)C(=O)N(Cc3ccc4c(c3)OCO4)C1=C[C@H](COCc1ccccc1)O[C@@H]2C,-6
CC1(C(=O)NS(=O)(=O)c2ccc(F)cc2F)CCN1C(=O)Cc1ccc(Cl)cc1Cl (centres undefined),-6
Cc1cc(C(=O)COC(=O)/C=C/c2cccc(Br)c2)c(C)n1C,-3
CCN(CC(=O)Nc1c(F)cccc1F)C(=O)C1CCCO1 (centres undefined),-6
CCN(Cc1cnn(C)c1)C(=O)c1ccc2nc(Cc3ccccc3F)oc2c1,-6
CC(=O)N(c1ccccc1C)c1ccccc1C,-5
Nc1ccn([C@@H]2O[C@H](C(=O)N3CCN(c4ccc(Cl)cn4)CC3)[C@@H](O)[C@H]2O)c(=O)n1,-7
CCC(CC)C(=O)N(C)c1c(C)nc2c(OCc3ccc(F)c(F)c3)cccn12,-4
CC1(Cc2ccc(C(F)(F)F)o2)C(=O)Nc2cc(-c3ccc(F)cc3F)ccc21 (centres undefined),2
COCCNC(=O)C1(C)CCN(C(=O)c2ccc(SC(F)(F)F)cc2)C1 (centres undefined),-6
COC(=O)C1=C(C)N(Cc2ccccc2C(F)(F)F)C(=NCc2ccc3c(c2)OCO3)NC1c1cccc(Cl)c1 (centres undefined),3
Nc1ccn([C@@H]2O[C@H](CNCc3ccc(OCC(=O)Nc4nccs4)cc3)[C@@H](O)[C@H]2O)c(=O)n1,-5
COC(=O)c1sc(N)nc1CCNC(=O)OC(C)(C)C,-4
Cc1ccc(C(=O)Nc2ncccc2C)o1,-4
CC(=O)C1=CCC(c2ccccc2)N(S(=O)(=O)c2ccc(Cl)cc2)C1 (centres undefined),-8
CCCCCCCCN1C(=O)[C@@H](CC(=O)NCCCCc2ccccc2)C[C@@]2(C(=O)OC)C1=C[C@H](C1CCCC1)O[C@@H]2C,-3
C[C@@H]1CN([C@H](C)CO)C(=O)c2cc(-c3ccccc3)cnc2O[C@@H]1CN(C)C(=O)C1CCOCC1,-7
CCCNC(=O)C1(C)CCN(Cc2ccc(Cl)c(Cl)c2)C1 (centres undefined),-7
COC(=O)c1ccc2nc(-c3ccc(OC)c(OC)c3)c(Cc3ccccc3C(F)(F)F)n2c1,-2
CCCCc1c(-c2ccccc2OC)ncn1CCc1cccc(OC)c1,-11
O=C(NCc1ccccc1)[C@@H]1CCCN1C(=O)[C@H]1CCCN1C(=O)c1ccccc1C(F)(F)F,-7
O=C(CN1C(=O)c2ccccc2S1(=O)=O)Nc1cc(S(=O)(=O)N2CCCCC2)ccc1Cl,3
SMILES,GalR3 antagonist
CCOC(=O)Cc1ccc(Nc2nc(NCCOC)nc3ccsc23)cc1,-7
C=CCSc1nnc(NC(=O)CCNC(=O)c2ccccc2Cl)s1,0
CCN1C(=O)CCN(C2CCCC2)c2nc(Nc3ccc(C(=O)NC4CCN(C)CC4)cc3OC)ncc21,-3
O=C(Nc1ccc2c(c1)OCCO2)C1c2ccccc2OCC(=O)N1CCc1ccccc1 (centres undefined),3
C=CCN1C[C@H](COC(=O)c2cccc(OC)c2)Oc2cccc(F)c2S1(=O)=O,-9
CN(Cc1ccccc1)C(=O)c1ccc(NC(=O)Cc2ccc(NC(=O)C3CCN(C(=O)CCc4ccccc4)CC3)cc2)cc1,-6
CC(C)N(C(=O)[C@H]1C[C@H](CC(=O)NCc2cccc(C(F)(F)F)c2)C(=O)N2CCc3c([nH]c4ccc(Cl)cc34)[C@]12C)C(C)C,-6
NC(N)=NN=Cc1ccnc2ccccc12,-8
Nc1nc2ccccc2n1S(=O)(=O)c1ccc(Cl)cc1,-4
CC(=O)Nc1cccc(-c2ccnc3c2CC(C)(C(=O)NCCN(C)C)O3)c1 (centres undefined),-7
COC(=O)C/C=C/N(Cc1ccccc1OC)S(=O)(=O)CCl,-4
C[C@@H]1Cn2cnc(C(=O)Nc3ccccc3)c2C(=O)N1,-8
COc1ccc([C@H]2CC(=O)C[C@@H](CCn3cc(-c4ccccn4)nn3)O2)cc1,2
CN[C@H]1C[C@H]2c3[nH]c4c(-c5ccccc5)cccc4c3CCN2C(=O)[C@H]1[C@H](C)O,-8
COc1ccc(C(NC(=O)C2CCN(CCOc3ccccc3)CC2)c2ccccn2)cc1 (centres undefined),-7
O=C1CCC[C@@H]2C=C[C@H](c3ccc(Br)cc3)[C@H]3CCN1[C@@H]32,-10
O=c1cc(CN2CCCCCCC2)c2c(ccc3ccccc32)o1,-8
CCC(c1nnnn1-c1ccc2c(c1)OCCO2)N1CCN(c2ccc(C(F)(F)F)cn2)CC1 (centres undefined),-7
COc1ccc(OCCCC(=O)OCC(=O)Nc2ncc(Cl)cc2Cl)cc1,-2
O=C(NN(C(=O)c1ccccc1)c1cccs1)c1ccccc1,-8
COC(=O)[C@H]1C[C@@]2(O)CN(S(=O)(=O)c3ccc(C)cc3)C[C@@]2(OC(=O)NCC2CCCCC2)C[C@H]1C(=O)OC,-4
CCCCNC(=O)C1(C)CCN1C(=O)c1ccc2c(c1)C(C)(C)CCC2(C)C (centres undefined),-6
CCOC(=O)Nc1c(Cl)[nH]c(=O)n(C)c1=O,-6
COCC1CCCCN1C(=O)c1cc(COc2ccc(C)c(C)c2)on1 (centres undefined),1
C/C(=N/NC(=O)c1nnn(-c2nonc2N)c1CSc1ccc(C)cc1)c1ccncc1,-6
SMILES,GalR3 antagonist
CCC1(C)COC(c2ccc3c(c2)OCO3)OC1 (centres undefined),-7
CCN(C(=O)COC(=O)CCOc1cccc(C)c1)c1c(N)n(Cc2ccccc2)c(=O)[nH]c1=O,0
Nc1nc2c(ncn2-c2ccccc2)c(=O)[nH]1,-5
COC(=O)C[C@H]1C=C[C@@H](NC(=O)Nc2c(C)noc2C)[C@@H](CO)O1,-4
O=C(Nc1cccc(Br)c1)C1CC(=O)N(C2CCCC2)C1 (centres undefined),-2
O=C(NC1CCCC1)C1c2ccccc2OCC(=O)N1CCCN1CCOCC1 (centres undefined),-7
CC(C)CNc1ccc2c(c1)OC[C@H](CC(C)C)NS2(=O)=O,-6
COc1ccc(C(C(=O)NC(C)(C)C)n2c(-c3ccc(=O)[nH]c3)nc3ccccc32)cc1 (centres undefined),-6
O=C(Oc1ccc(-c2nnco2)cc1)c1cc(S(=O)(=O)N2CCOCC2)ccc1F,-2
COc1ccc(NC(=O)C[C@H]2C(=O)N(CCc3ccccc3)C[C@@H]2C)cc1,5
Cc1cc2c(c(=O)o1)[C@@]1(C(=O)N(C)c3c(Br)cccc31)C1=C(CCCC1=O)O2,-5
Cc1cccc(C)c1-n1nnnc1C(c1cccs1)N1CCN(C/C=C/c2ccccc2)CC1 (centres undefined),-8
CCCc1cc2c(cc1N(C)S(=O)(=O)c1ccccc1)OCO2,-6
Cn1ccc2c(-c3ccc4c(c3)OCCO4)cc3c(c21)C1CCC3O1 (centres undefined),-2
CCc1nc2ccc(C(=O)NCc3ccc(OC)cc3)cn2c1N(CC)CCN(C)C,-7
CN(C)c1cccc2c(S(=O)(=O)NCC3CCN(C(=O)C(=O)c4cccs4)CC3)cccc12,0
O=C(NCC(c1ccco1)N1CCCC1)c1cn(-c2ccccc2)nc1-c1ccc(F)cc1 (centres undefined),0
CC(C)Cc1nnc(NC(=O)c2ccc(-n3cncn3)c([N+](=O)[O-])c2)s1,-2
O=C(NCCc1ccccc1)c1ccc(NC(=O)C2CCC2)cc1,-5
COc1ccccc1Cc1c(-c2cccc(Br)c2)nc2c(C)cc(Br)cn12,-7
O=C(COC(=O)CNS(=O)(=O)c1cccc(F)c1)NCCc1ccccc1,2
C[C@H]1Cn2cnc(C(=O)Nc3cccc(Cl)c3)c2C(=O)N1,-5
Cc1ccc(CNc2nc(NC(C)C)nc3ccsc23)c(C)c1,-6
O=c1[nH][nH]c2c([N+](=O)[O-])ccc(F)c12,-7
COCc1cc(N2CCNC[C@@H]2C)ccc1N1C[C@@H](C)O[C@@H](C)C1,-3
SMILES,GalR3 antagonist
O=C(CSc1nc(=O)n2cc(Cl)ccc2n1)Nc1cccc2ccccc12,-3
Cn1c(N)c(C(=O)CSc2n[nH]c(N)n2)c(=O)n(C)c1=O,4
Cc1ccc(-c2cc3nc(NCCc4ccncc4)n(C)c(=O)c3s2)cc1,-6
CC(C)c1ccc(OCCCN2CCC(C(O)(c3ccccc3)c3ccccc3)CC2)cc1,-7
O=C1NC[C@H](Cc2ccc(O)cc2)N(C[C@@H]2CCCN2C[C@H](Cc2ccccc2)N2C[C@H](Cc3ccc(O)cc3)N(CCc3ccccc3)C(=O)C2=O)C1=O,-3
Cc1ccc(S(=O)(=O)NC[C@H]2O[C@@H](n3cnc4c(N)ncnc43)[C@H](O)[C@@H]2O)cc1,-5
Cc1ccc(C)c(Nc2nc3ccccc3[nH]2)c1,-10
O=C(CN1CCN(C(=O)c2cccc(S(=O)(=O)N3CCCC3)c2)CC1)Nc1cccc(F)c1,-2
CCCCNC(=O)C[C@H]1C[C@@]2(C(=O)OC)C(=C[C@H](C(C)(C)C)O[C@@H]2C)N(Cc2ccccc2)C1=O,-7
O=C(Cc1ccc(NC(=O)C2CCN(C(=O)C3CCC3)CC2)cc1)Nc1cccc(C(=O)N2CCCCC2)c1,-4
Cc1ccc(S(=O)(=O)CCOC(=O)CNC(=O)OCc2ccccc2)cc1,-1
C=CCN=C1NC(c2ccc(F)cc2)C(C(=O)OC)=C(C)N1C (centres undefined),-1
C[C@H]1CN(S(=O)C(C)(C)C)[C@H](CCO)/C1=C\CCO (some centres undefined),-5

# By substructure, those above with an NH in an aromatic ring (13)
SMILES,GalR3 antagonist
O=c1[nH]c(=O)c2[nH]c(=S)n(-c3ccccc3)c2[nH]1,-2
Cc1cccc(C(=O)OCC(=O)N(CC(C)C)c2c(N)n(Cc3ccccc3)c(=O)[nH]c2=O)c1C,-3
CCOc1ccc(CCNC(=O)COC(=O)c2[nH]c(C)c(C(C)=O)c2C)cc1OCC,-1
Nc1nc(Sc2ccc([N+](=O)[O-])c3nonc23)c2[nH]cnc2n1,-4
CC(C)N(C(=O)[C@H]1C[C@H](CC(=O)NCc2cccc(C(F)(F)F)c2)C(=O)N2CCc3c([nH]c4ccc(Cl)cc34)[C@]12C)C(C)C,-6
CN[C@H]1C[C@H]2c3[nH]c4c(-c5ccccc5)cccc4c3CCN2C(=O)[C@H]1[C@H](C)O,-8
CCOC(=O)Nc1c(Cl)[nH]c(=O)n(C)c1=O,-6
CCN(C(=O)COC(=O)CCOc1cccc(C)c1)c1c(N)n(Cc2ccccc2)c(=O)[nH]c1=O,0
Nc1nc2c(ncn2-c2ccccc2)c(=O)[nH]1,-5
COc1ccc(C(C(=O)NC(C)(C)C)n2c(-c3ccc(=O)[nH]c3)nc3ccccc32)cc1 (centres undefined),-6
O=c1[nH][nH]c2c([N+](=O)[O-])ccc(F)c12,-7
Cn1c(N)c(C(=O)CSc2n[nH]c(N)n2)c(=O)n(C)c1=O,4
Cc1ccc(C)c(Nc2nc3ccccc3[nH]2)c1,-10

# A portion of the library; count on the stated rates, not on these rows.
